Compound activity deposited in PubChem BioAssay by several laboratories.
FBA Mtb inh = Mtb FBA enzyme inhibitors, primary screen, biochemical, fluorescence, strain H37Rv; Fructose-bisphosphate aldolase (Mycobacterium tuberculosis (strain ATCC 25618 / H37Rv)), …; purified M. tuberculosis FBA, fluorescence read-out; inhibition, % at 1 µM; 360,000 compounds, 2.3% hits; AID 588726, 2011; in the data active means inhibition above about 27%;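 further: 0% = vehicle and 100% = reference inhibitor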
Target sequence (P9WQA3 whole entry, looked up): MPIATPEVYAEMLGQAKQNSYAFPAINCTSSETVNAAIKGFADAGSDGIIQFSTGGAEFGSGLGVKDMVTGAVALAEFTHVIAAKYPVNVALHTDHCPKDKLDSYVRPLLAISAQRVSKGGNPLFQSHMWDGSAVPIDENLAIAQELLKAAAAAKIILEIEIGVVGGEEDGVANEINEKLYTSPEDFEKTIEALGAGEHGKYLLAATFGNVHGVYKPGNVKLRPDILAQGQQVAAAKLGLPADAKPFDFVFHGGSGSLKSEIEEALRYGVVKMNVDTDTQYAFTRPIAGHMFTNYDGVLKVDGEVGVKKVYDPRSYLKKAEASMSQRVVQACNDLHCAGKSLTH
Rv3671c protease = Rv3671c serine protease inhibitors, primary screen, biochemical, fluorescence polarization, M. tuberculosis H37Rv; inhibition, % at 5.96 µM; 320,000 compounds, 0.048% hits; AID 2606, 2010; P9WHR9; in the data active means inhibition above about 38%;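 further: extracellular domain of Rv3671c used as enzyme; 0% = enzyme with DMSO and 100% = no enzyme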
Target sequence (P9WHR9 whole entry, looked up, the tested form may be a part): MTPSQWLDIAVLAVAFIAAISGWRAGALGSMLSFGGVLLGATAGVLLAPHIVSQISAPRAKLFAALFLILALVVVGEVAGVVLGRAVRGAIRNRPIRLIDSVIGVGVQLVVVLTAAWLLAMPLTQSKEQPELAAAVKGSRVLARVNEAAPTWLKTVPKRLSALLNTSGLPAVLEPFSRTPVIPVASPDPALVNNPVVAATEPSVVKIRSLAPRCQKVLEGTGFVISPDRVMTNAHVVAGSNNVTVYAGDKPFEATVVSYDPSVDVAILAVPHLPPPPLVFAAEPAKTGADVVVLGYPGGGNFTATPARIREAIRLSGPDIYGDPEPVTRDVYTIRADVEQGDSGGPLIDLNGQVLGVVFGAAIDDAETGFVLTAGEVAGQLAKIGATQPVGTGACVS
3CLpro inhibitor = SARS-CoV 3CLpro protease inhibitors, primary screen, biochemical, quenched FRET; recombinant SARS-CoV 3CLpro, quenched FRET peptide cleavage; Replicase polyprotein 1ab (Severe acute respiratory syndrome coronavirus), P0C6X7; 290,000 compounds, 0.14% hits; inhibition, % at 6 µM; in the data active means inhibition above about 12%
MazEF act = activators of E. coli MazEF toxin-antitoxin RNase, primary screen, biochemical, fluorescence, uHTS; AID 504720, 2011; activation, % at 20 µM; FAM/BHQ RNA-DNA oligo cleavage fluorescence, 5 h; 350,000 compounds, 0.32% hits; in the data active means activation above about 50%
Target sequence (P0AE70 whole entry, looked up): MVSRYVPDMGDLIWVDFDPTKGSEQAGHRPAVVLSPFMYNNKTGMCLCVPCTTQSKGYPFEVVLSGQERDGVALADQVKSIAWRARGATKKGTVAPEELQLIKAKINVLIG
Vc quorum ag = inducers of Vibrio cholerae quorum light production without autoinducers, primary screen, BH1578 luxS cqsA deficient, single point | V. cholerae BH1578 lux reporter, luminescence, 6 h | activation, % at 18.7 µM | 350,000 compounds, 0.16% hits | AID 588436, 2011; in the data active means activation mostly above about 9.7%, no sharp cut-off; further: not every result past the cut was called active; inactives centre near 0; reference of the scale not given here
SSB-PriA inh = inhibitors of Klebsiella pneumoniae PriA binding to SSB C-terminal tail, primary screen, biochemical, AlphaScreen; PriA–SSB C-terminal tail interaction (Klebsiella pneumoniae); AlphaScreen SSBct-PriA binding, biotinylated peptide; inhibition, % at 33 µM; 430,000 compounds, 0.6% hits; in the data active means inhibition mostly above about 37%, no sharp cut-off; inactive means mostly below about 20%;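 further: plate controls were negative control peptide for no effect and reference peptide for full effect; strong numbers were not always called active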
Mtb UGM inh = M. tuberculosis UGM enzyme inhibitors, primary screen, biochemical, fluorescence polarization, single point | purified UGM, fluorescence polarization probe displacement | 320,000 compounds, 0.06% hits | inhibition, % at 10 µM | AID 504406, 2011 | UDP-galactopyranose mutase (Mycobacterium tuberculosis (strain ATCC 25618 / H37Rv)), …; in the data active means inhibition above about 10%, passing the limit was not always enough
VHR inh abs = VHR1 phosphatase inhibitors, primary screen, biochemical, absorbance, uHTS; Dual specificity protein phosphatase 3 (Homo sapiens), P51452; recombinant VHR phosphatase, pNPP absorbance; inhibition, % at 13.3 µM; 290,000 compounds, 0.52% hits; in the data active means inhibition above about 50%; further: some compounds called inactive have numbers as strong as hits
Target sequence (P51452 whole entry, looked up): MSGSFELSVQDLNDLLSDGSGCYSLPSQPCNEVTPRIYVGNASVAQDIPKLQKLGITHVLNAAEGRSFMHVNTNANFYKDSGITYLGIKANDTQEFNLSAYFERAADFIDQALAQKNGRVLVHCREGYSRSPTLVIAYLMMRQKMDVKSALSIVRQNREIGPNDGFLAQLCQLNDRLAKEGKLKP
BioA inh = M. tuberculosis BioA enzyme inhibitors, primary screen, biochemical, plate reader, single point, HTS; inhibition, % at 9.99 µM; AID 602481, 2012; 7,8-diaminopelargonic acid synthase BioA (Mycobacterium tuberculosis); 360,000 compounds, 0.096% hits; purified M. tuberculosis BioA enzyme; in the data active means inhibition above about 40%
GDH-TPI inh = GDH-TPI coupling enzyme inhibitors, primary screen, artefact control for M. tuberculosis FBA inhibitor project, biochemical, absorbance, full deck; AID 588335, 2011; 360,000 compounds, 1.2% hits; inhibition, % at 4.8 µM; GDH-TPI coupled enzyme counterscreen, NADH absorbance; in the data active means inhibition above about 30%;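 further: 0% = DMSO wells and 100% = wells lacking the enzyme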
Starred values were filed as active, the others as inactive; i = inactive; . = no result given; & = joins results of further samples.

SMILES	FBA Mtb inh	Rv3671c protease	3CLpro inhibitor	MazEF act	Vc quorum ag	SSB-PriA inh	Mtb UGM inh	VHR inh abs	BioA inh	GDH-TPI inh
Cc1nnc(NC(=O)c2ccc(S(=O)(=O)N3CC(C)CC(C)C3)cc2)o1 (centres undefined)	0	-2	1	-27	-0.7	-1	0.0	31	0.0	-4
Cc1ccc(NC(=O)CSCC(=O)N2CCOCC2)cc1	0	1	0	1	.	-19	-2.4	31	-0.2	1
CCC(C)Nc1c2c(nc3c(-c4ccccc4)c(C)nn13)CCC2 (centres undefined)	6	-2	-1	2	-0.2	-29	-6.0	41	1.9	6
Cc1cc(=O)nc2c3ccccc3n(CC(=O)NC(C)c3ccc4c(c3)OCCO4)n12 (centres undefined)	5	-12	-4	6	-4.3	-5	2.2	33	.	0
Cc1ccc(CNC(=O)c2ccc(N3CCC4(CC3)CC(c3cccc(Br)c3)=NO4)c(NC(=O)c3ccco3)c2)cc1	4	-34	.	-27	-0.4	-9	1.9	.	-1.2	6
COc1ccc(/C=N/NC(=O)c2cccc(NC(=O)c3ccc(F)cc3)c2)c(C(=O)O)c1OC	0	-15	1	0	-0.4	.	1.5	-12	4.3	20
Cn1cccc1C(NC(=O)c1ccccc1)C(Cl)(Cl)Cl (centres undefined)	2	-1	-1	3	-1.8	8	2.2	2	3.7	0
COc1ccc(OCC(O)Cn2c(=N)n(CCN3CCOCC3)c3ccccc32)cc1 (centres undefined)	3	-4	-2	-11	.	-12	1.2	36	1.2	10
CCCN(CCC)CCNC(=O)C1c2ccccc2C(=O)N(CCOC)C1c1ccc(F)cc1 (centres undefined)	0	2	3	-3	-17	-1	0.0	23	-0.4	3
O=C(COc1ccc(S(=O)(=O)N2CCCC2)cc1)N1CCN(c2ccccc2F)CC1	1	6	6	-2	-3.1	2	-1.1	26	-1.7	6
COc1ccc(CN2C(=O)c3cccnc3C2O)cc1 (centres undefined)	0	4	3	-2	i	-8	6.7	-12	-1.1	-6
CN1CCN(Cc2cn3cccnc3n2)CC1	4	4	3	0	-0.5	-11	-1.9	18	.	3
CCOc1ccc(N(CC(=O)NCc2cccc(OC)c2)S(=O)(=O)c2c(C)noc2C)cc1	-1	15	4	5	0.2	-4	3.5	10	0.0	6
CCCCCC(=O)N1C[C@@H](n2cc(-c3ccc(F)cc3)nn2)[C@H](O)C[C@@H]1c1ccc(OC)cc1	-1	.	.	-20	-0.2	.	.	.	.	0
CCOc1ccc2[nH]cc(S(=O)(=O)c3ccc(Cl)cc3)c(=O)c2c1	3	0	5	3	-0.2	5	-0.1	9	.	6
CC1CCC2(CC1)NC(=O)N(CC(=O)NCc1ccc(F)cc1)C2=O (centres undefined)	2	0	.	3	i	1	1.4	.	-1.0	8
C#CCNc1nc(C)nc2c1nnn2Cc1ccccc1F	1	-4	-5	5	.	-13	0.5	38	-1.0	3
CSc1nc2ccccc2n1Cc1c(Cl)cccc1Cl	2	2	7	-8	.	-18	0.6	19	1.0	5
COC(=O)c1sccc1NC(=O)C1C2C=CC(O2)C1C(=O)O (centres undefined)	0	5	-1	-3	-0.2	3	-0.5	-14	0.4	-2
COc1ccc(CN2C(=O)C(CC(=O)NC3CCCC3)CC(C(=O)N(C(C)C)C(C)C)=C2C)cc1 (centres undefined)	2	.	.	-1	-0.4	.	.	.	0.1	12
COc1ccc(NC(=O)CCNS(=O)(=O)c2cccc3nonc23)cc1	-6	7	-1	10	-0.6	3	4.1	10	-2.4	9
CN1CCN(C(=O)C2CCC(CNS(=O)(=O)c3cccc4cccnc34)CC2)CC1 (centres undefined)	5	6	2	3	-0.5	10	0.2	11	-1.5	14
CS(=O)(=O)N1CCN=C1SCc1ccc(F)cc1	1	-7	-5	4	-0.5	-8	-1.7	4	0.7	5
Cc1cccc(C(=O)O/N=C(\N)CS(=O)(=O)c2ccccc2)c1	-1	-2	-2	-1	0.6	i	-0.1	0	-0.9	-2
CC(C)NC(=O)C1CCN(C(=O)C(C(=O)c2ccccc2)n2cc(Cl)ccc2=O)CC1 (centres undefined)	5	3	-4	2	i	-14	3.7	22	2.7	0

Next records follow:
SMILES	FBA Mtb inh	Rv3671c protease	3CLpro inhibitor	MazEF act	Vc quorum ag	SSB-PriA inh	Mtb UGM inh	VHR inh abs	BioA inh	GDH-TPI inh
CCCC(NC(=O)CCc1c(C)c2cc3c(-c4ccccc4)coc3cc2oc1=O)C(=O)O (centres undefined)	1	1	5	-3	-0.4	-4	-0.8	-8	2.2	11
COc1ccc(CN(C)C(=O)c2[nH]c(C)c(C(C)=O)c2C)c(OC)c1OC	0	-5	-2	4	-0.2	7	0.2	40	.	6
Cc1ccc(C)c(CSc2nnc(C)c(=O)[nH]2)c1	0	0	3	-7	-0.2	-20	0.1	2	.	4
CCOC(=O)c1sc(NC(=O)CN(CC)CC)c(C(=O)OCC)c1C	2	4	5	1	i	-17	1.4	-2	.	-2
COC(=O)C1=C(c2cccc(OCc3ccccc3)c2)C[C@@H]2CC[C@H]1N2C(=O)NCc1ccc([N+](=O)[O-])cc1	1	-13	.	-4	i	-1	-1.3	.	-2.5	7
CCC(C)NS(=O)(=O)c1ccc(NC(=O)CNCc2cccs2)cc1 (centres undefined)	-1	.	.	4	-0.4	5	.	.	-1.3	0
Cc1c(NC(=O)CSC(=S)N2CCCC2)c(=O)n(-c2ccccc2)n1C	2	-1	.	0	-0.6	-10	.	.	-0.5	-2
CCCN(CCC)S(=O)(=O)c1ccc(Cl)c([N+](=O)[O-])c1	5	2	2	-9	-0.7	22&14	-1.9	-3	.	4
CC1CCCCN1C(=O)c1cc2c(=O)n3ccccc3nc2s1 (centres undefined)	101*	0	-4	2	-0.4	-1	0.2	20	4.4	19
OC(c1ccccc1)c1nc(-c2ccc(F)c(Cl)c2)cs1 (centres undefined)	-3	.	.	.	-0.4	.	.	.	1.1	3
CC[C@@]1(C(=O)OC)N[C@H](CN(C)C(=O)c2ccc(F)cc2)[C@@H]2C(=O)N(Cc3ccccc3)C(=O)[C@@H]21	2	-10	.	-3	-1.0	-15	0.3	.	0.0	-5
Cc1cc(C(=O)CCC(=O)Nc2cccc(F)c2)c(C)s1	5	.	.	4	-0.4	.	.	.	2.2	14
O/N=C1/CCCCc2sccc21	3	-11	3	-1	0.1	.	-3.3	15	0.4	10
Cc1ccc(S(=O)(=O)/C(C#N)=C/c2c(N3CCN(C)CC3)nc3ccccn3c2=O)cc1	3	-3	-3	-2	i	-4	-0.8	-2	4.0	12
Cc1cccn2c(=O)c3cc(C#N)c(=N)n(CCN4CCOCC4)c3nc12	53*	.	-1	5	i	-9	.	25	-1.6	0
Cc1cc(C)n(CCNS(=O)(=O)c2ccc(C)c(C)c2)n1	0	1	-3	8	0.2	2&6	2.6	22	0.4	-11
COc1ccc(N2CCN(c3nc(NCCO)nc(N4CCOCC4)n3)CC2)cc1	-1	-12	0	-3	-1.3	3	1.5	7	3.0	9
CCOC(=O)C1=NN(C(C)=O)C2C(=O)N(CC)C(=O)C12 (centres undefined)	1	2	1	1	-0.5	-5	1.9	27	-0.6	-13
Cc1ccc(C(=O)NN=C2CCCCCC2)s1	3	0	6	6	i	-2	1.8	44	-1.1	5
Cc1nc2ccccc2c(=O)n1CC(=O)N1CCOCC1	2	-9	4	-2	3.9	2	-1.7	1	2.3	-4
COc1ccc(-n2nnc3c(SCC(=O)NCc4ccco4)ncnc32)cc1	3	-12	3	-9	i	4&-7	1.2	14	0.9	1
O=C(NCCN1CCN(Cc2ccccc2Cl)CC1)Nc1ccccc1	-1	0	-3	5	i	-6	0.9	37	-6.5	12
COc1ccc2cc(C(=O)N3CCN(C)CC3)[nH]c2c1	4	.	3	0	i	-1	0.0	-2	-2.9	7
C/C(=N\NC(=O)c1ccc(O)cc1)c1cccc(NC(=O)c2ccc(Cl)cc2)c1	1	3	.	3	-1.0	.	-1.1	.	7.2	13
O=C(N/N=C/c1sc(=O)[nH]c1-[n+]1ccccc1)c1ccccc1[O-]	-5	3	1	-13	0.4	.	0.9	3	-1.5	55*

Later entries:
SMILES	FBA Mtb inh	Rv3671c protease	3CLpro inhibitor	MazEF act	Vc quorum ag	SSB-PriA inh	Mtb UGM inh	VHR inh abs	BioA inh	GDH-TPI inh
CCOc1ccc(Nc2nc(Cc3nnc(SCC(=O)N(CC)CC)n3C)cs2)cc1	5	-2	0	3	i	-1	2.6	-10	-1.0	12
Cn1cc(Cl)c(-c2n[nH]c(=S)n2-c2ccc(F)cc2)n1	0	-9	6	-2	0.7	-3	1.3	4	.	-2
C=CCc1cc(/C=N\NC(=O)CSc2nnc(CCCc3ccc(OC)c(C)c3)o2)cc(OC)c1O	-2	5	-1	8	-1.1	.	0.2	7	-0.8	18
FC(F)(F)c1cnc(Sc2nnc(-c3cccs3)n2CC2CCCO2)c(Cl)c1 (centres undefined)	-2	4	-2	1	i	-5	-1.5	-6	0.9	-10
Cc1ccc(C)c(S(=O)(=O)Nc2ccc(S(=O)(=O)Nc3ncccn3)cc2)c1	-4	2	.	-1	i	1	0.4	.	-0.7	1
O=C(CCl)N(c1ccc(Cl)cc1)c1c[nH]c2ccccc12	0	4	5	-1	-0.3	-15	-0.4	21	8.4	4
CCOc1ccc(N(CC(=O)NCC2CCCO2)S(=O)(=O)c2ccc(OC)c(OC)c2)cc1 (centres undefined)	-1	1	7	4	.	-1	-0.7	4	-0.8	-3
COc1cc(OC)cc(C(=O)NCC(=O)OCC(=O)c2ccc3c(c2)-c2ccccc2C3)c1	5	-47	-1	-3	i	-5	2.1	-5	.	5
c1ccc2c(c1)[nH]c1ccccc12	0	2	.	6	-0.5	-2	0.6	.	0.3	-8
COC(=O)c1ccc(CSc2nnc(-c3ccc4c(c3)OCO4)n2-c2ccccc2)o1	3	-10	0	-4	0.3	5	-0.9	15	7.5	-6
O=C(COc1ccc(-c2ccccc2)cc1)NNC(=O)Nc1ccc(F)cc1F	-2	-32	1	-15	i	-7	0.5	-13	-1.0	5
CCOC(=O)Cc1csc(NC(=O)NC2(C(F)(F)F)Oc3ccc(Cl)cc3O2)n1 (centres undefined)	0	2	-1	12	4.8	-4	7.1	12	.	-1
COc1cccc(CNc2nc3cc(-c4ccsc4)sc3c(=O)n2C)c1OC	1	.	.	.	-0.2	.	.	.	0.0	12
CCOc1ccc(S(=O)(=O)N2CCCC(C(=O)NCc3ccncc3)C2)cc1C (centres undefined)	2	-7	-6	3	-0.2	6	0.5	26	-0.4	1
Clc1ccc(-c2cn(-c3ccc(Cl)cc3)c3[n+]2CCCCC3)cc1	2	0	0	14	i	-13	-2.9	-7	.	-5
Cc1ccc(C(C(=O)NCCc2ccccc2)N(C(=O)c2csnn2)C2CC2)o1 (centres undefined)	-2	-4	3	3	i	10	-0.6	17	0.9	15

3 structures out of the list, sorted by length of the SMILES, rising.
SMILES	FBA Mtb inh	Rv3671c protease	3CLpro inhibitor	MazEF act	Vc quorum ag	SSB-PriA inh	Mtb UGM inh	VHR inh abs	BioA inh	GDH-TPI inh
Clc1ccc(-c2cn(-c3ccc(Cl)cc3)c3[n+]2CCCCC3)cc1	2	0	0	14	i	-13	-2.9	-7	.	-5
COC(=O)c1ccc(CSc2nnc(-c3ccc4c(c3)OCO4)n2-c2ccccc2)o1	3	-10	0	-4	0.3	5	-0.9	15	7.5	-6
CCOc1ccc(N(CC(=O)NCC2CCCO2)S(=O)(=O)c2ccc(OC)c(OC)c2)cc1 (centres undefined)	-1	1	7	4	.	-1	-0.7	4	-0.8	-3

Not all compounds are listed; rates above refer to the full screens.
